E coli WT inh: blocks growth of wild type E. coli BW25113. AID 552. 0.05% of 20,000 active. inhibition, % at 10 µM. E. coli BW25113 growth inhibition, OD600; in the data active means inhibition above about 40%;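 further: bacteria exposed to compound for 20 hours at 37 °C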
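Assay system: Bacterial strain in a whole-cell growth screen | Amount: Inoculum from a 1:1000 dilution of a 1.5 h subculture | Detection: Absorbance at 615 nm as a measure of bacterial growth | Timing: 20 h exposure, 37 °C | Buffer or medium: LB plus kanamycin 50 µg/mL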
* = called active by the depositor.

molecule	E coli WT inh
Cn1c(=O)c2c(ncn2CCO)n(C)c1=O	2.2
CCCCC1C(=O)N(c2ccccc2)N(c2ccccc2)C1=O	-3.3
Cc1cccc(C)c1NC(=O)C1CCCCN1C (configuration not stated)	3.1
CCCCOc1ccc(CC(=O)NO)cc1	-3.9
CC[C@]1(O)C[C@@H]2CN(CCc3c([nH]c4ccccc34)[C@@](C(=O)OC)(c3cc4c(cc3OC)N(C)[C@H]3[C@@](O)(C(=O)OC)[C@H](OC(C)=O)[C@]5(CC)C=CCN6CC[C@]43[C@@H]65)C2)C1	2.2
C[C@@H]1C[C@H]2[C@@H]3C[C@H](F)C4=CC(=O)C=C[C@]4(C)[C@@]3(F)[C@@H](O)C[C@]2(C)[C@@]1(O)C(=O)COC(=O)C(C)(C)C	2.3
CN(C)CCOc1ccccc1Cc1ccccc1	5.7
CCn1cc(C(=O)O)c(=O)c2cc(F)c(N3CCNCC3)nc21	75.3*

In the list so far, 3 have nitrogen in an aromatic ring:
molecule	E coli WT inh
Cn1c(=O)c2c(ncn2CCO)n(C)c1=O	2.2
CC[C@]1(O)C[C@@H]2CN(CCc3c([nH]c4ccccc34)[C@@](C(=O)OC)(c3cc4c(cc3OC)N(C)[C@H]3[C@@](O)(C(=O)OC)[C@H](OC(C)=O)[C@]5(CC)C=CCN6CC[C@]43[C@@H]65)C2)C1	2.2
CCn1cc(C(=O)O)c(=O)c2cc(F)c(N3CCNCC3)nc21	75.3*

Compound activity: PubChem, SRMLSC

Some of the compounds tested, so the mix of outcomes need not match the whole.
